Screens from PubChem.
Giardia FBPA inh – qHTS Assay for Inhibitors of Fructose-1,6-bisphosphate Aldolase from Giardia Lamblia | A8B2U2 | purified Giardia FBPA | Potency, µM (doses to about 59.6 µM), for inactives: top-dose activity, negative = inhibition, most hits filed as inhibitors | 290,000 tested, 0.71% active; further: potency means the concentration at half of the fitted maximal effect; nearly all actives have a fitted effect of over 55% in size
Target sequence (A8B2U2 whole entry, looked up): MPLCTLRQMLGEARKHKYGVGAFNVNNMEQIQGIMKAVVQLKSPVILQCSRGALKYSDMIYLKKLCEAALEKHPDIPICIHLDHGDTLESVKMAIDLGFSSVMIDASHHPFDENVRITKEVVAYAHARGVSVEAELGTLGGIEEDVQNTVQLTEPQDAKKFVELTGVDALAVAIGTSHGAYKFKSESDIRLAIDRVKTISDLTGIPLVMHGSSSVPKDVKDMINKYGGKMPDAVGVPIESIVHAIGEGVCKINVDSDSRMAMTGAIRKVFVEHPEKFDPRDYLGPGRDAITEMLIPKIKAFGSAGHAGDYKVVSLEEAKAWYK
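40 nM FBPA preincubated 10 min at RT with compound (up to 57.5 uM final), then substrate plus GAPDH/TPI/NAD/arsenate coupling and diaphorase/resazurin added. Fluorescence read after 20 min at RT, 525/598 nm.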
AMA1 RON2 block – qHTS for Inhibitors of AMA1-RON; Towards Development of Antimalarial Drug Lead: Primary Screen | Plasmodium falciparum AMA1 (3D7) - RON2 peptide interaction | AlphaScreen AMA1-biotinylated RON2 peptide binding | Potency, µM (titrated, usually from 58.2 µM), for inactives: top-dose activity change, negative = inhibition, actives largely listed as inhibitors | 360,000 tested, 0.2% active | AID 720542, 2013;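 further: potency means the concentration at half of the fitted maximal effect; 0% = vehicle wells and -100% = peptide control; nearly all actives have a fitted effect of over 45% in size; some results filed as inactive show a strong effect at the top dose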
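AMA1 (3D7) with his tag at 25 nM final met compounds first, then biotinylated RON2 peptide at 25 nM; detection used donor plus acceptor beads, 10 µg/mL apiece, read by AlphaScreen after 30 min at room temperature.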
HCV inhibitor – qHTS Assay for Inhibitors of Hepatitis C Virus (HCV) | Huh7.5.1 HCVcc-Cre infection, luciferase reporter, 44 h | Potency, µM (highest dose often 41.8 µM), for inactives: top-dose activity change, negative = inhibition, usual class: inhibitors | 340,000 tested, 3.4% active | AID 651820, 2012; further: potency means the concentration at half of the fitted maximal effect
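Antiviral activity was scored by luciferase reporter output from cells infected with HCVcc-Cre (~0.5 moi) in presence of compound, 44 h infection period, cells seeded 1,000/well 4 h prior.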
HCMV antiviral – qHTS Assay for inhibitors of the human cytomegalovirus (HCMV); HFF cells, HCMV-luciferase reporter, 72 h; active compounds read low; activity change, negative = inhibition, % at 57.5 µM; 410,000 tested, 4.5% active; in the data active means activity change below about -60%; inconclusive means no clear call, values can overlap the other calls; inactive means above about -39%
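Two compound doses tested in HFFs infected with HCMV-luciferase, MOI 1 PFU/cell, 72 h at 37C. Lysate luminescence read with OneGlo; data normalized against buffer-only and 10uM Salinomycin inhibitor controls.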
Sm TGR block – qHTS Assay for the Inhibitors of Schistosoma Mansoni Peroxiredoxins; Schistosoma mansoni thioredoxin glutathione reductase (TGR), Q962Y6; 360,000 tested, 3% active; AID 485364, 2010; Potency, µM (titrated, usually from 114 µM), without a hit: at the highest dose activity change, negative = inhibition, hits mostly inhibitors; purified TGR, DTNB reduction, TNB absorbance 405 nm; further: potency means the concentration at half of the fitted maximal effect; nearly all actives have a fitted effect of over 60% in size
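Kinetic colorimetric format: TGR-catalysed, NADPH-driven DTNB reduction monitored via TNB absorbance. Enzyme dispensed at 20 nM; compound exposure 15 min at room temperature before reaction start.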
AmpC detergent – qHTS Inhibitors of AmpC Beta-Lactamase (assay with detergent); 370,000 tested, 0.041% active; AmpC hydrolysis of nitrocefin, absorbance 480 nm, 0.01% Triton; Potency, µM (highest dose often 114 µM), for the others: at the top dose activity change, negative = inhibition, actives largely listed as inhibitors;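 further: potency means the concentration at half of the fitted maximal effect; 0% = no-compound wells and -100% = no-enzyme wells; nearly all actives have a fitted effect of over 25% in size; some results filed as inactive show a strong effect at the top dose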
Target sequence (P00811 whole entry, looked up): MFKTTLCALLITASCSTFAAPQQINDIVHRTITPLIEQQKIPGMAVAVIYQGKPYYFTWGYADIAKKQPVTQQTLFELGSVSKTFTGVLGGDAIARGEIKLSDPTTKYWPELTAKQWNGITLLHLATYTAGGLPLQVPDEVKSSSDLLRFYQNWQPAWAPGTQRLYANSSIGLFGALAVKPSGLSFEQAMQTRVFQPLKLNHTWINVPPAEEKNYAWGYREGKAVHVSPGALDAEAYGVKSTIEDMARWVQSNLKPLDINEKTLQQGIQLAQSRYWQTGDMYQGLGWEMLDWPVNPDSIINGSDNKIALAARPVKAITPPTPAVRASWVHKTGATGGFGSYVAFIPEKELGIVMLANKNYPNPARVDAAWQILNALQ
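20 mM phosphate pH 7.0 + 0.01% (detergent screen) or 0.0001% Triton X-100; 5.3 nM AmpC reagent; cpd preinc 15 min RT; nitrocefin (800 uM stock) to start; A480 q20 s × 4 min; Activity was normalised to no-enzyme and no-compound control wells.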
* hit, by the source's call; ? = inconclusive; . = not tested or not shown; & = joins results of further samples; [ ] = another dose, or the depositor's remark. Unless noted, the call rests on the fitted dose curve; in most records, active means well fitted curve in the direction sought with a large enough effect; inconclusive means small, poorly fitted or top-dose-only effect, or another doubt; inactive means no such curve, though single readings can be large; an effect the other way counts as inactive or inconclusive. Unless noted, on the % scale 0 is the no-effect control and ±100 the full control effect. Not a hit list, and some 9.3% of all compounds hit somewhere here.

Molecule,Giardia FBPA inh,AMA1 RON2 block,HCV inhibitor,HCMV antiviral,Sm TGR block,AmpC detergent
Brc1cccc(OCCSc2ncccn2)c1,-1%,45%[activator],-11%,-39,13%,0%
Cc1ccc2cc(C(c3nnnn3C3CCCC3)N3CCN(c4ccc(F)cc4)CC3)c(=O)[nH]c2c1 (configuration not stated),?,-3%,5%&-26%,37,?,-6%
CC(=O)NC(C)c1ccc(C(=O)CSc2nnc(C3CC3)n2C2CC2)cc1 (configuration not stated),.,-4%,2%,-11,-3%,0%
CCOc1ccc(C(=O)NCCc2csc(-c3cccnc3)n2)cc1,.,.,.,-10,-1%,1%
O=C(CS(=O)(=O)c1ccccc1)Nc1nnc(C(F)(F)F)s1,-8%,-3%,-2%,-19,-18%,?
Cc1ccc(S(=O)(=O)Nc2cc3c(cc2NCc2ccccc2)n(C)c(=O)n3C)cc1,.,.,.,-39,0%,10%
COc1ccc2[nH]c(=O)c(C(c3nnnn3C3CCCC3)N(C)C3CCCCC3)cc2c1 (configuration not stated),-7%,48%[activator],-12%,-20,-2%,-20%
CS(=O)(=O)N(CC(=O)N1CCC(C(N)=O)CC1)c1ccc(Oc2ccccc2)cc1,9%,7%,-3%,-14,2%,?
O=C(c1ccccc1F)N1CCN(c2ccc([N+](=O)[O-])c(NCC3CCCO3)c2)CC1 (configuration not stated),-18%,-9%,?,-24,-4%,-3%
OCCC#Cc1ccc(CN2CCN(CCc3ccccc3)C(CCO)C2)cc1 (configuration not stated),10%,-6%,4%,79,0%,-13%
Cn1c(SCc2ccc(Br)cc2)nnc1-c1cccs1,-4%,-8%,?,-36,-3%,-9%
N#Cc1nc(-c2ccco2)oc1NCc1ccco1,0%,?,-25%,4,-1%,?
CN(C(=O)C1CCC1C(=O)O)c1nc(-c2ccc(Cl)s2)cs1 (configuration not stated),16%,-27%,18%,38,3%,9%
COC(=O)Cc1ccc2oc(-c3cccnc3)nc2c1,1%,-17%,10%,-34,1%,?
CCCNC(=O)c1cc(-c2ccc3c(c2)OCO3)on1,2%,-22%,8%,110,-21%,1%
CCCC1=[N+](CC(=O)c2ccc(C)cc2)CCn2cccc21,0%,10%,-26%,8,-28%,-1%
C=C[C@]12CC[C@H](OC(C)=O)CC1=CCC1C2CC[C@@]2(C)C1CCC21OCCO1 (some centres not stated),.,-7%,19%,18,.,.
Cc1ccc(C(C2C(=O)CC(C)(C)CC2=O)C2C(=O)CC(C)(C)CC2=O)s1,-3%,13%,12%,.,?,-9%
COc1ccc(Nc2ccc(Nc3ccc(OC)cc3)nn2)cc1,4%,-12%,7%,-5,-7%,-3%
CC1CC2OC2CC1COC(=O)C1CC2OC2CC1C (configuration not stated),.,68%[activator],-5%,-21,.,.

2 of the compounds above, field by field:
> C=C[C@]12CC[C@H](OC(C)=O)CC1=CCC1C2CC[C@@]2(C)C1CCC21OCCO1 (some centres not stated)
- Giardia FBPA inh = .
- AMA1 RON2 block = -7%
- HCV inhibitor = 19%
- HCMV antiviral = 18
- Sm TGR block = .
- AmpC detergent = .
> CCCNC(=O)c1cc(-c2ccc3c(c2)OCO3)on1
- Giardia FBPA inh = 2%
- AMA1 RON2 block = -22%
- HCV inhibitor = 8%
- HCMV antiviral = 110
- Sm TGR block = -21%
- AmpC detergent = 1%

Next entries.
Molecule,Giardia FBPA inh,AMA1 RON2 block,HCV inhibitor,HCMV antiviral,Sm TGR block,AmpC detergent
CC(C)CCN(Cc1ccco1)C(=O)Cn1ncc2c([nH]c3ccccc32)c1=O,.,.,.,-7,-27%,2%
Cc1ccc(-c2nc3ccccc3[nH]c2=O)cc1,4%,-14%,8%,64,0%,7%
CC(C)Sc1nc2sc3c(c2c(=O)n1-c1ccccc1)CCCC3,.,.,.,-29,6%,17%
CN(Cc1cn(C)nc1-c1ccc(Oc2ccccc2)cc1)CC1COCCO1 (configuration not stated),-2%,-4%,?,-38,0%,-4%
COc1ccc(NC(=O)CSc2cc(C(=O)c3nccn3C)c3ccccc3n2)cc1,15%,-9%,?,-34,-2%,-14%
O=c1[nH]c(CSc2ncn[nH]2)nc2ccccc12,-29%,40%[activator],-19%,0,-6%,-3%
Cn1cccc1C1CCCN1CC(=O)Nc1ccc(C#N)c(Cl)c1 (configuration not stated),.,-4%,?,-8,.,.
O=C(NC(=S)NCC1CCCO1)c1ccccc1 (configuration not stated),1%,6%,-4%,-14,-16%,-3%
Cc1ccc(C(=O)N/C(=C/c2ccc(-c3ccc([N+](=O)[O-])cc3)o2)C(=O)NCCCN(C)C)cc1,.,-9%,-79%,?,.,.
O=S(=O)(NCc1ccco1)c1cccc(S(=O)(=O)N2CCCCC2)c1,4%,12%,3%,7,-47%,-21%
O=C(CN1CCCCC1)N/N=C/c1cc2ccccc2nc1Cl,5%,13%,-4%,-1,9%,-1%
Cc1ccc(-c2nc3n(n2)C(c2ccccc2Cl)C=C(c2ccc(Cl)cc2)N3)cc1 (configuration not stated),.,.,.,-4,-7%,1%
Oc1c(C(c2ccc(Cl)cc2)N2CCCC2)cc(Cl)c2cccnc12 (configuration not stated),?,-59%,?,?,3.2µM*,-13%
Cc1cc(-c2ccccc2)nn1-c1nc2c(c(=O)[nH]c(=O)n2C)n1C,1%,-5%,12%,13,-8%,?
O=[N+]([O-])c1cccc(-c2cc(C(F)(F)F)n3nc(-c4ccccc4)cc3n2)c1,3%,1%,7%,7,0%,-8%
Cc1ccc(C)c(Cn2c(=O)n(-c3ccc(Cl)cc3)c(=O)c3c(C)c(C)sc32)c1,.,.,.,19,3%,7%
COc1ccnc(Oc2cc(Cl)cc(Cl)c2)c1C#N,1%,10%,-10%,-13,8%,-7%
CCOC(=O)/C=C(\C)Nc1cc(C)nn1-c1ccccc1,-3%,8%,3%,93,4%,1%
O=C(COc1ccc([N+](=O)[O-])cc1)N/N=C/c1cc([N+](=O)[O-])ccc1N1CCOCC1,-1%,15%,3%,0,-25%,-4%
COc1ccc(C(=O)Nc2nc(-c3nnn(-c4ccc(F)cc4F)c3C)ns2)cc1,.,.,.,-104*,2%,1%
O=C(CN1C(=O)NC2(CCCC2)C1=O)OCCOc1ccc(F)cc1,.,-11%,-2%,-13,-4%,-2%
O=S(=O)(c1ccc(NC(=S)NCc2cccnc2)cc1)N1CCCCC1,2%,2%,?,-27,32µM*,7%
O=C(c1ccc(Br)o1)N1CCC(Cc2ccccc2)CC1,4%,?,.,27,4%,2%
c1ccc(COc2ccc(OCCOCCn3cncn3)cc2)cc1,1%,-10%,4%,50,-5%,?
CCc1ccccc1NC(=O)CN(c1cc(C(F)(F)F)ccc1Cl)S(=O)(=O)c1ccccc1,.,.,.,-9,-6%,-10%
Cc1cccc(NC(=O)CN2C(=O)S/C(=C\c3cccn3-c3cccc(C(=O)O)c3)C2=O)c1,2%,-2%,3%,-8,.,-8%
CCc1ccc2c(c1)C1(NN=C(c3cccc4ccccc34)S1)C(=O)N2 (configuration not stated),?,.,?,?,-20%,-2%
COc1cc(/C=C(\NC(C)=O)C(=O)NC(C)(C)CC(C)(C)C)ccc1OC(C)=O,3%,-8%,1%,25,-16%,-7%
CCC(CC)C(=O)Nc1nnc(SCC(=O)NC2CC2)s1,12%,0%,22%,-12,-8%,-7%
COc1ccc(S(=O)(=O)NCC(c2ccco2)N2CCN(c3ccc(F)cc3)CC2)cc1 (configuration not stated),.,.,.,?,-3%,-1%
CC(=O)c1ccc([C@@H]2C[C@]34CN(Cc5cccc(C(F)(F)F)c5)S(=O)(=O)[C@H]3C[C@H]2O4)cc1,2%,-8%,-29%,-16,?,1%
O=C(COC(=O)CC1CC2CCC1C2)Nc1cccc(S(=O)(=O)NC2=NCCCCC2)c1 (configuration not stated),-7%,5%,-9%,19,21%,4%
COc1ccc(Nc2nc3ccccc3c3nnc(C)n23)cc1Cl,.,.,.,-16,-5%,2%
CC[C@]12C(=O)N(C)C[C@H]([C@@H]3C(=O)N(Cc4ccccc4)C(=O)[C@@H]31)N2C(=O)c1ccc(F)cc1,.,8%,3%,15,.,.
CC[C@@H](C)[C@H](NS(=O)(=O)c1ccc(C)cc1)C(=O)N1CCC(C(=O)NCC(=O)O)CC1,0%,-2%,24%,-6,1%,-9%
O=C(NC1CCCC1)C1CCN(C(=O)NCc2ccccc2)CC1,6%,2%,3%,-63*,11%,7%
COC(CSc1nc(N)c2c3c(sc2n1)CN(C)CC3)OC,?,-8%,-11%,17,-16%,-6%
Cc1ccc(C(=O)NN(CCC(=O)NC(C)(C)C)C2=NS(=O)(=O)c3ccccc32)cc1,4%,6%,17%,?,4%,-21%
O=C(N/N=C/c1ccco1)c1cc2ccccc2o1,0%,6%,7%,-11,-3%,1%
COc1cc(/C=c2\sc3nc(-c4ccncc4)nn3c2=O)ccc1OC(C)=O,-17%,.,.,.,-12%,?
CC1CCC/C(=N/Nc2nc3ccccc3s2)C1 (configuration not stated),-8%,6%,15%,2,-1%,-9%
CN(c1ccccc1)S(=O)(=O)c1cccc2ccccc12,-6%,15%,-13%,?,9%,?
O=C(O)C1CCN(S(=O)(=O)c2cccc3nsnc23)CC1,13%,0%,15%,-23,10%,0%
CCCNC(=O)/C=C/C(=O)O,1%,15%,24%,?,1%,5%
CC(C)NC(=O)C(=O)c1cn(C)c2ccccc12,0%,-13%,-1%,-8,-1%,-4%

Compounds shown so far that have two or more sulfur atoms, in the order listed:
Molecule,Giardia FBPA inh,AMA1 RON2 block,HCV inhibitor,HCMV antiviral,Sm TGR block,AmpC detergent
O=C(CS(=O)(=O)c1ccccc1)Nc1nnc(C(F)(F)F)s1,-8%,-3%,-2%,-19,-18%,?
Cn1c(SCc2ccc(Br)cc2)nnc1-c1cccs1,-4%,-8%,?,-36,-3%,-9%
CN(C(=O)C1CCC1C(=O)O)c1nc(-c2ccc(Cl)s2)cs1 (configuration not stated),16%,-27%,18%,38,3%,9%
CC(C)Sc1nc2sc3c(c2c(=O)n1-c1ccccc1)CCCC3,.,.,.,-29,6%,17%
O=S(=O)(NCc1ccco1)c1cccc(S(=O)(=O)N2CCCCC2)c1,4%,12%,3%,7,-47%,-21%
O=S(=O)(c1ccc(NC(=S)NCc2cccnc2)cc1)N1CCCCC1,2%,2%,?,-27,32µM*,7%
CCC(CC)C(=O)Nc1nnc(SCC(=O)NC2CC2)s1,12%,0%,22%,-12,-8%,-7%
COC(CSc1nc(N)c2c3c(sc2n1)CN(C)CC3)OC,?,-8%,-11%,17,-16%,-6%
O=C(O)C1CCN(S(=O)(=O)c2cccc3nsnc23)CC1,13%,0%,15%,-23,10%,0%
